Screens (PubChem BioAssay)
NadD inh – inhibitors of S. aureus NadD, primary screen, biochemical, colorimetric, uHTS; inhibition, % at 20 µM; actives 0.78% (n = 360,000); AID 602399, 2012; Nicotinate-nucleotide adenylyltransferase NadD (Staphylococcus aureus N315); purified NadD enzyme, colorimetric absorbance read-out; in the data active = inhibition above about 26%; note: some compounds past the cut are filed as inactive
SKN-1 inh – suppressors of acrylamide-induced Pgst-4::GFP reporter in worms, primary screen, SKN-1 inhibitor project, whole organism, uHTS, GFP/RFP fluorescence ratio, strain VP596; C. elegans VP596 Pgst-4::GFP/RFP ratio, 24 h; actives 0.49% (n = 360,000); inhibition, % at 21.8 µM; AID 624304, 2012;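 active = interference check ratio from 0.5 to 1.5 plus GFP to RFP signal ratio inhibition reaching or exceeding a fixed threshold, cut at about 30% in these data, passing the limit was not always enough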; note: some compounds called inactive have numbers as strong as hits
Neddyl block – inhibitors of cullin neddylation, primary screen, biochemical, TR-FRET, uHTS, NAE and Ubc12. calls only at 25 µM. actives 0.58% (n = 360,000). AID 651699, 2012; in the data active = inhibition above about 36%
Target sequence (P61081 whole entry, looked up): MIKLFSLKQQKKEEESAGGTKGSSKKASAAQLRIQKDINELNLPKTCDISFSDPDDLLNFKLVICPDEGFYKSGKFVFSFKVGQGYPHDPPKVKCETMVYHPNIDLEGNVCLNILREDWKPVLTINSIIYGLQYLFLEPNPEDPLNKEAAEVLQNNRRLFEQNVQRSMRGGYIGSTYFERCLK
Target sequence (Q13564 whole entry, looked up): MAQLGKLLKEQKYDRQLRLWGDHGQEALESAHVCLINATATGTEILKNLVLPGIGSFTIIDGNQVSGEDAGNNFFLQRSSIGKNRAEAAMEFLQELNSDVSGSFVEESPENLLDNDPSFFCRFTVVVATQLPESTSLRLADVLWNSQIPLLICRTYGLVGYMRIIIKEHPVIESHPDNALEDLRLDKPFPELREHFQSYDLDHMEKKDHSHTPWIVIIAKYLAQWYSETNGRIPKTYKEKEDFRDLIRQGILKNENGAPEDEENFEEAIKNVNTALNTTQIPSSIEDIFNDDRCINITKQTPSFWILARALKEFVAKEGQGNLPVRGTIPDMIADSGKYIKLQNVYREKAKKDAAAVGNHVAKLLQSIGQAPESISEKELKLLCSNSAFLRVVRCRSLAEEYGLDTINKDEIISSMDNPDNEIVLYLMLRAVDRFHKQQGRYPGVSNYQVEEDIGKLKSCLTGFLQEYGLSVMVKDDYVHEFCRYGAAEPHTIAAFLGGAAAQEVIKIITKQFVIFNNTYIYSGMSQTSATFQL
Rpn11 inh – Rpn11 (PSMD14) deubiquitinase inhibitors, primary screen, biochemical, fluorescence polarization, uHTS. 26S proteasome non-ATPase regulatory subunit 14 (Homo sapiens), O00487. human 26S proteasome, Ub4-pepOG fluorescence polarization; 20S core pre-blocked with epoxomicin. calls only at 20 µM. actives 0.59% (n = 360,000);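 active = inhibition at 20 µM, scaled to each plate's controls, above about 33%, limit read from the data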
Target sequence (O00487 whole entry, looked up): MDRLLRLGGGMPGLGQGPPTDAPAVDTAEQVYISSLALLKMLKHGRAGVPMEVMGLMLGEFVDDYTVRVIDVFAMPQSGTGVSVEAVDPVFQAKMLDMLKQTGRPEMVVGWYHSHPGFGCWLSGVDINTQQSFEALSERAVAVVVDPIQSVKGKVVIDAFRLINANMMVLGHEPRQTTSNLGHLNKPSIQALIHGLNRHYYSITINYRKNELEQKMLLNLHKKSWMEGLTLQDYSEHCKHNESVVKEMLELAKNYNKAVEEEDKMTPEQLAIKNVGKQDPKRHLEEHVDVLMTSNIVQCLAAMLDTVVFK
MLLE-PAM2 inh – inhibitors of PABP1 MLLE–PAM2 peptide binding, primary screen, biochemical, fluorescence polarization, FITC-PAM2, GST-MLLE; actives 0.36% (n = 360,000); inhibition, % at 20 µM; AID 588489, 2011; Polyadenylate-binding protein 1 (Homo sapiens), P11940; in the data active = inhibition above about 35%, passing the limit was not always enough;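 note: plate controls were DMSO wells with GST-MLLE for no effect and wells lacking GST-MLLE protein for full effect; some results filed as inactive read as strong as hits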
Rin1 Abl inh – inhibitors of Rin1-Abl protein binding, primary screen, biochemical, TR-FRET; Tyrosine-protein kinase ABL1 (Homo sapiens) + Ras and Rab interactor 1 (Homo sapiens), …; inhibition, % at 7.35 µM; actives 0.4% (n = 360,000); in the data active = inhibition above about 5%, passing the limit was not always enough
MT1-MMP act inh – blockers of MT1-MMP proenzyme processing, primary screen, HT1080 RFP-PRO-GFP cells, GFP/RFP fluorescence | AID 651647, 2012 | Matrix metalloproteinase-14 (Homo sapiens), P50281 | actives 0.061% (n = 360,000) | GFP/RFP ratio change, % at 20 µM | GFP/RFP ratio fluorescence, overnight; percent of plate control window, DMSO zero;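 active = GFP/RFP ratio change of at least 30% with cell ATP level not reduced by more than half and red fluorescence within 50% of control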; note: strong numbers were not always called active
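Assay system: HT1080 RFP-PRO-GFP cells | Dosing: 20 µM single dose, 1% DMSO | Incubation: Cells overnight before dosing, compound overnight, 37 °C, 5% CO2 | Evaluation: GFP/RFP fluorescence ratio | Control set: DMSO-only wells and HT1080 RFP-L50D-GFP cell wells as references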
FAS TE block – FAS thioesterase domain inhibitors, primary screen, biochemical, fluorescence intensity, uHTS | recombinant FAS-TE, OMFH fluorogenic substrate, fluorescence endpoint | inhibition, % at 15 µM | actives 0.67% (n = 360,000);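 active = compounds whose normalised, plate-corrected inhibition of enzyme fluorescence in the single-dose primary screen is 50% or more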;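 note: 0% = DMSO with enzyme and 100% = substrate without enzyme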
CSN inh – inhibitors of CSN-mediated cullin deneddylation, primary screen, biochemical, fluorescence polarization, uHTS. COP9 signalosome complex subunit 5 (Homo sapiens), Q92905. Purified CSN, SCF-Nedd8-OG deneddylation. inhibition, % at 12.5 µM. actives 0.38% (n = 360,000);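 active = pattern-corrected inhibition above about 35%, with an unprinted fluorescence ratio check between 0.5 and 1.5, limit read from the data, passing the limit was not always enough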;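 note: 0% = enzyme with substrate and 100% = substrate without enzyme; some results filed as inactive read as strong as hits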
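Test system: Human Csn5 produced in HEK293T cells | Compound: 12.5 µM single point | Times: 90 min, room temperature | Signal: Fluorescence polarization readout | Read-out basis: % inhibition of substrate cleavage by Csn5 | Controls: no-enzyme wells high, enzyme-with-substrate wells low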
Numbers without * were called inactive; i = inactive; nt = no result given.

SMILES	NadD inh	SKN-1 inh	Neddyl block	Rpn11 inh	MLLE-PAM2 inh	Rin1 Abl inh	MT1-MMP act inh	FAS TE block	CSN inh
CC(=O)Oc1cccc(-c2nc3ccccc3c(=O)o2)c1	-3	-1	i	i	4	3	8	6	-3
COc1ccccc1NCC(O)Cn1c2ccccc2c2ccccc21 (stereo not drawn)	3	5	i	i	7	-7	-1	36	-2
CNC(=O)c1cccc(NC(=O)c2cc(-c3ccccc3)nc3c2cnn3C(C)C)c1	-26	-19	i	i	-23	2	10	20	1
Cc1ccc(C(C)C)c(OCCCn2ccnc2C)c1	-2	7	i	i	-5	0	2	-2	-6
Cc1ccccc1OCCC(=O)OCC(=O)NC1CCS(=O)(=O)C1 (stereo not drawn)	-3	14	i	i	1	0	-2	-8	5
Cc1ccc(CNC(=O)CN2C(=O)COc3ccc(S(=O)(=O)N4CCC(C)CC4)cc32)o1	-2	-2	i	i	-3	0	-2	8	-3
O=C(CN1C(=O)NC2(CCCCC2)C1=O)Nc1cccc(Cl)c1Cl	1	12	i	i	-1	-1	-3	0	4
COC(=O)CSc1nnc(CNC(=O)c2cc(OC)cc(OC)c2)n1-c1ccc(F)cc1	-11	-3	i	i	2	5	-5	-5	13
Cc1ccc2[nH]c3c(c2c1)CCN(C)C3	-3	-1	nt	i	-30	-3	0	-9	12
COC(=O)C1=C(CS(=O)(=O)c2cc(OC)ccc2OC)NC(=O)NC1c1ccc(O)c(OC)c1 (stereo not drawn)	-1	4	i	i	6	1	-3	-2	1
CC1CCN(c2ccc3c(c2)S(=O)(=O)c2cccc(C(=O)NCc4cccc(F)c4)c2C3=O)CC1	8	-54	i	nt	-51	0	-132	-108	53
CCOC(=O)c1cnc(SCC(=O)NCc2cccs2)nc1N	-7	11	i	i	-10	-1	2	-4	0
Clc1ccc(-c2noc(COc3ccccc3)n2)cc1	4	13	i	i	15	1	4	29	0
COc1ccc(CCNC(=O)CC(Cc2ccc(C)cc2)C(=O)O)cc1OC (stereo not drawn)	2	-3	i	i	17	1	0	-8	-4
CCOC(=O)N1CCN(C(=O)COC(=O)c2ccc(N(C)C)cc2)CC1	-1	-15	i	i	4	0	-1	-9	-4
CCN1C(=O)[C@H]2[C@@H](c3ccc(SC4CCCCC4)c(OC)c3)N[C@@](Cc3ccccc3)(C(=O)OC)[C@H]2C1=O	4	-1	i	i	0	0	-1	63*	0
C=CCCC(=O)N1CCCC(Cc2cccc(Cl)c2)(C(=O)OCC)C1 (stereo not drawn)	-3	7	i	i	-13	2	-1	5	5
C[n+]1c2n(c3ccccc31)N=C(c1ccc(Br)cc1)CS2	7	-5	i	i	32	2	0	-1	5
CN(C)S(=O)(=O)c1cccc(-c2nnc(SCC(=O)NCCCCCC(=O)O)n2-c2ccc(F)cc2)c1	1	-11	i	i	-118	1	-1	-6	0
O=C(CON=C1c2ccccc2-c2ccccc21)NC12CC3CC(CC(C3)C1)C2	-5	-1	i	i	9	1	-24	21	-6

Next section, overlapping the part above by 3 compounds.
SMILES	NadD inh	SKN-1 inh	Neddyl block	Rpn11 inh	MLLE-PAM2 inh	Rin1 Abl inh	MT1-MMP act inh	FAS TE block	CSN inh
C[n+]1c2n(c3ccccc31)N=C(c1ccc(Br)cc1)CS2	7	-5	i	i	32	2	0	-1	5
CN(C)S(=O)(=O)c1cccc(-c2nnc(SCC(=O)NCCCCCC(=O)O)n2-c2ccc(F)cc2)c1	1	-11	i	i	-118	1	-1	-6	0
O=C(CON=C1c2ccccc2-c2ccccc21)NC12CC3CC(CC(C3)C1)C2	-5	-1	i	i	9	1	-24	21	-6
CCOC(=O)C1CCN(C(=O)Nc2cc(Cl)cc(Cl)c2)CC1	-8	-10	i	i	-3	-2	6	14	4
Nc1ccc2cc3ccccc3cc2c1	12	26	i	nt	i	-1	-71	8	59
Cc1ccc(-c2cc(C(=O)Nc3ccncc3)c3ccccc3n2)cc1	5	-7	i	i	5	-3	1	7	0
Clc1ccc(-c2cc3ccccc3[nH]2)cc1	-9	24	nt	i	-5	-3	1	26	5
CN(C)S(=O)(=O)c1ccc(Cl)c(NC(=O)COC(=O)/C=C/c2ccc3ccccc3n2)c1	-1	-20	i	i	13	5	3	-7	-1
Cc1nc(Cl)c(Cl)n1CCOc1ccccc1	3	0	i	i	3	-2	0	5	1
CC(C)CCOP(=O)(c1ccc(N(C)C)cc1)C(O)c1ccccc1 (stereo not drawn)	-6	4	nt	i	6	2	-1	0	-2
CC1CCN(C(=O)COC(=O)[C@H](C)NS(=O)(=O)/C=C/c2ccccc2)CC1	3	2	i	i	3	0	-1	-7	-1
Cc1onc(-c2ccccc2)c1C(=O)NCC(=O)Nc1cc(Cl)ccc1Cl	-8	-3	i	i	-3	0	0	13	-4
CCc1ccccc1NC(=O)CSc1ccsc1[N+](=O)[O-]	-5	-9	i	i	19	-1	-6	4	5
Cn1cccc1C(=O)NCCc1ccc(Cl)cc1	-3	-4	i	i	4	5	1	-2	-8
CN1CCN(c2nc(-c3ccc(Cl)s3)cs2)CC1	9	10	i	i	29	0	2	-5	5
Cc1ccc(C)c(N(CC(=O)NCc2ccco2)C(=O)CCC(=O)Nc2nccs2)c1	2	4	i	i	8	-1	-3	-1	1
Cc1cc(C)cc(NC(=O)c2oc3ccccc3c2COc2ccccc2)c1	0	-8	i	i	-4	1	-2	23	-19
Cc1cc(Cl)ccc1NC(=S)NCCC(c1ccccc1)c1ccccc1	-2	-6	i	i	11	-1	-5	14	5
COc1ccccc1CNC(=O)C(=O)NCC1OCCN1S(=O)(=O)c1cccs1 (stereo not drawn)	0	-2	i	i	5	-2	nt	-5	5
O=C(CCC(=O)N1CCc2ccccc21)Nc1ccccc1	2	-10	i	i	-1	1	1	-2	7
CCN(CC(=O)Nc1ccccc1OC)C(=O)c1ccc(N(C)S(=O)(=O)c2ccc(C)cc2)cc1	3	14	i	i	11	-3	-1	5	-1
CC(=O)[C@H]1CC[C@H]2[C@@H]3CCC4=CC(=O)CC[C@]4(C)[C@H]3[C@H](O)C[C@]12C	-2	-27	i	i	-4	1	-1	-6	0
CSc1ccc(CN2C(=O)C(F)(F)Oc3c(C(C)=O)cccc32)cc1	0	13	i	i	-29	-1	-1	52*	4
CCN(CC)C(=O)CSC1=Nc2ccccc2C2=NC(c3ccccc3)C(=O)N12 (stereo not drawn)	0	12	i	i	2	-3	0	-5	-1
COc1ccc(Nc2nc(N)nc(CSc3nc(C)cc(C)n3)n2)cc1	3	-3	i	i	-16	0	-1	-4	5
COc1ccc(/C=C/C(=O)c2sc(-c3ccccc3)nc2C)cc1	-2	7	i	i	4	-4	-6	7	10
Cc1ccc(S(=O)(=O)N/N=C/c2cccc([N+](=O)[O-])c2)cc1	7	-10	i	i	-15	0	1	-3	-13
C=C(C)CC(c1ccccc1)N(C(C)=O)c1ccco1 (stereo not drawn)	-7	-10	i	i	-4	4	-2	-10	3
Cc1ccc(NC(=O)CN(C)C(=O)Cc2ccc(Cl)cc2Cl)cc1	-3	2	i	i	-7	-1	5	14	0
CCC(=O)Nc1ccc2c(c1)Cc1cc(NC(=O)CC)ccc1-2	-5	6	i	i	-8	1	1	-5	-2
CC(C)(C)C1CCc2c(sc(NC(=O)CSc3nnc(-c4ccccc4)o3)c2C#N)C1 (stereo not drawn)	4	-3	i	i	6	-1	3	12	1
O=C(NNC(=S)Nc1ccc(F)cc1)[C@H]1C[C@@H]1c1ccccc1	-1	5	i	i	11	-1	1	1	1
CC(C)C[C@H](NC(=O)c1cc2cc(Cl)ccc2n1C)C(=O)N1CCC[C@H]1C(=O)O	0	7	i	i	-11	0	4	1	0
COc1ccc(NC(=O)CSc2nc3[nH]c(=O)[nH]c(=O)c3s2)cc1OC	2	-1	i	i	16	2	2	-5	3
S=C(Nc1cccnc1)NC1CCCC1	5	3	i	i	6	-1	-2	-12	-1
CC1=C(C(=O)OCCNC(=O)c2ccccc2O)C(c2ccccc2[N+](=O)[O-])C(C(=O)OCC2CCCO2)=C(C)N1 (stereo not drawn)	-12	-2	i	i	5	1	-20	29	-9
Cc1cc(N2CCCCC2)nc(SCC(=O)c2ccccc2)n1	1	-9	i	i	7	2	3	6	-2
Cc1ccc(NC(=O)c2cc(N3C(=O)CCC3=O)ccc2N2CCCCC2)cc1	-3	-4	i	i	-4	1	4	8	-3
C=C(Cl)COc1cc(C)cc2oc(=O)cc(CC)c12	-1	0	i	i	16	0	-10	6	-1
COCc1cc(N2CCCC2)nc(-c2ccccc2)n1	1	-1	i	i	3	5	-2	2	-6
COc1ccc(CNC(=O)CN(C(=O)c2snc(C(N)=O)c2N)c2ccccc2F)cc1	-3	11	i	i	-12	1	-1	2	5

7 of the compounds above, with two lines to a compound:
Fields – NadD inh, SKN-1 inh, Neddyl block, Rpn11 inh, MLLE-PAM2 inh, Rin1 Abl inh, MT1-MMP act inh, FAS TE block, CSN inh
- CC(=O)Oc1cccc(-c2nc3ccccc3c(=O)o2)c1
    -3, -1, i, i, 4, 3, 8, 6, -3
- COc1ccccc1NCC(O)Cn1c2ccccc2c2ccccc21 (stereo not drawn)
    3, 5, i, i, 7, -7, -1, 36, -2
- CNC(=O)c1cccc(NC(=O)c2cc(-c3ccccc3)nc3c2cnn3C(C)C)c1
    -26, -19, i, i, -23, 2, 10, 20, 1
- Cc1ccc(C(C)C)c(OCCCn2ccnc2C)c1
    -2, 7, i, i, -5, 0, 2, -2, -6
- Cc1ccccc1OCCC(=O)OCC(=O)NC1CCS(=O)(=O)C1 (stereo not drawn)
    -3, 14, i, i, 1, 0, -2, -8, 5
- Cc1ccc(CNC(=O)CN2C(=O)COc3ccc(S(=O)(=O)N4CCC(C)CC4)cc32)o1
    -2, -2, i, i, -3, 0, -2, 8, -3
- O=C(CN1C(=O)NC2(CCCCC2)C1=O)Nc1cccc(Cl)c1Cl
    1, 12, i, i, -1, -1, -3, 0, 4

A few values from the list:
Value for CC(C)(C)C1CCc2c(sc(NC(=O)CSc3nnc(-c4ccccc4)o3)c2C#N)C1 (stereo not drawn) in MLLE-PAM2 inh: 6
Value for CCN1C(=O)[C@H]2[C@@H](c3ccc(SC4CCCCC4)c(OC)c3)N[C@@](Cc3ccccc3)(C(=O)OC)[C@H]2C1=O in FAS TE block: 63*
Value for COc1ccc(Nc2nc(N)nc(CSc3nc(C)cc(C)n3)n2)cc1 in SKN-1 inh: -3
Value for CC1CCN(C(=O)COC(=O)[C@H](C)NS(=O)(=O)/C=C/c2ccccc2)CC1 in SKN-1 inh: 2

The order is random; overall some 3.9% were active at least once.
